Bioassay records from PubChem BioAssay.
MKP-1 inh: blocks human MKP-1 phosphatase activity; AID 374; inhibition, %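 (compounds tested at a single concentration somewhere between 10 and 100 µM)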; 65,000 tested, 0.15% active; recombinant MKP-1, OMFP hydrolysis fluorescence; P28562;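 active means inhibition above about 50%, limit read from the data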;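 further: 0% = DMSO max control wells and 100% = wells with enzyme stopped by NaOH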
Target sequence (P28562 whole entry, looked up): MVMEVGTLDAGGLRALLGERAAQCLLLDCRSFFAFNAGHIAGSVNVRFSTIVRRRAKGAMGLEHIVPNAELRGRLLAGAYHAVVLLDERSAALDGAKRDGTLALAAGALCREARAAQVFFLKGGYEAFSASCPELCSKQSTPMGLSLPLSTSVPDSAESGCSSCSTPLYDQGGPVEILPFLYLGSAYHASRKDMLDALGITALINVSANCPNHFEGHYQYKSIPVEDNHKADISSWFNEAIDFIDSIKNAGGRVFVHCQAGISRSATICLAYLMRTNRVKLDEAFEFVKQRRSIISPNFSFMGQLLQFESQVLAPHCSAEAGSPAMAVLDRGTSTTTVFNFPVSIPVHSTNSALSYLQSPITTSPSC
AP ELISA ortho: alternative pathway complement inhibition, orthogonal assay; Human serum alternative complement pathway, LPS-coated ELISA, C3 deposition; tested in compound mixtures; AID 1235; 62,000 tested, 0.08% active; inhibition, % at 5 µM;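 active means inhibition above 30% in each of the two pooled mixtures holding the compound, so the lower value exceeds 30%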;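 further: 0% = serum in Mg-EGTA without compound and 100% = EDTA serum blank; some compounds past the cut are filed as inactive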
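Assay system: human serum alternative complement pathway, C3 deposition on LPS-coated wells; Dosing: 5 µM per compound in ten-compound mixtures; Detection: Anti-C3 ELISA, OD 450 nm; Buffer or medium: Mg2+-EGTA GVB++ buffer containing human serum at 1:15 dilution; Timing: 1 h at 37 °C; Replication: two different pools per compound.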
D1 mod: D1 dopamine receptor (human) allosteric modulation; HEK293 D1, CRE-luciferase, dopamine EC30 potentiation; actives deviate in either direction; B-score at 10 µM; 58,000 tested, 5.9% active; AID 641;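 active means luminescence count or its row- and column-corrected plate score outside the 99.7% band of the plate's sample wells, on either side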
Target sequence (P21728 whole entry, looked up): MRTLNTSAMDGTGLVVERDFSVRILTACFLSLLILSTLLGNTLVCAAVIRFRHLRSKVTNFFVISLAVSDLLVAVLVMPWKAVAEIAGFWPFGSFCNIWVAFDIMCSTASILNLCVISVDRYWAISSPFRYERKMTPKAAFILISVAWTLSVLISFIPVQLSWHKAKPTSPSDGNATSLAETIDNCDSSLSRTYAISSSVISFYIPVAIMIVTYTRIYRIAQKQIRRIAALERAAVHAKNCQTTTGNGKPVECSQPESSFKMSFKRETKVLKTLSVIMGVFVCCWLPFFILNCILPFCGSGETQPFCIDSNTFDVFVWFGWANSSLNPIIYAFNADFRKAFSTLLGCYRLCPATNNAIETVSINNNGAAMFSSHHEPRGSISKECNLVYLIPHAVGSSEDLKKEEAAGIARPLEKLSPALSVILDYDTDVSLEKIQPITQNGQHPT
tolC growth inh: blocks growth of E. coli BW25113 tolC mutant. AID 573. growth inhibition, % at 10 µM (by protocol). 65,000 tested, 2.2% active. OD615;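 active means growth inhibition at or above a cutoff equal to the mean over every tested compound plus 3 SD, cut at about 60% in these data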;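 further: growth measured after 20 h incubation at 37 °C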
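Test system – E. coli BW25113 ΔtolC::kan, tolC deletion mutant strain · Detection – OD at 615 nm · Buffer or medium – LB with kanamycin 50 µg/mL · Times – 20 h compound exposure of bacteria at 37 °C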
CatB inh: human cathepsin B inhibition; purified cathepsin B, fluorogenic substrate, fluorescence; P07858; 63,000 tested, 0.1% active; inhibition, %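 (tested at 10 µM)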; in the data active means inhibition above about 21%;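 further: 0% = enzyme with no compound and 100% = no enzyme blank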
CatB mix inh: human cathepsin B inhibition by mixtures; P07858; Purified cathepsin B, AMC dipeptide fluorescence, compound mixtures; inhibition, %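 (ten-compound pools at 5 µM per compound and 50 µM total)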; 62,000 tested, 0.06% active; AID 488; in the data active means inhibition above about 22%, passing the limit was not always enough;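 further: 0% = enzyme without compound and 100% = no enzyme blank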
Ec RNAP inh: inhibitors of Escherichia coli RNA polymerase; E. coli RNA polymerase, fluorescence transcription assay; 62,000 tested, 0.2% active; inhibition, %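 (tested at 10 µM)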; P0A8V2; in the data active means inhibition above about 20%;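 further: 0% = enzyme without compound and 100% = no enzyme blank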
Hsp90 block: displaces geldanamycin probe from tumor Hsp90 | 64,000 tested, 0.35% active | AID 429 | NCI-N417 lysate Hsp90, Cy3B-geldanamycin FP displacement | inhibition, % at 30 µM | P07900;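 active means inhibition above 50%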;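 further: 0% = tracer plus lysate wells and 100% = tracer alone without lysate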
Cdc25B inh: inhibitors of human Cdc25B phosphatase | recombinant Cdc25B, OMFP fluorescence Ex485/Em525 | P30305 | 65,000 tested, 0.1% active | inhibition, %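 (compounds tested at 10 µM final in the well)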; in the data active means inhibition above about 50%
* marks the source's active call; other numbers are inactive results; nt = not tested or not shown.

SMILES	MKP-1 inh	AP ELISA ortho	D1 mod	tolC growth inh	CatB inh	CatB mix inh	Ec RNAP inh	Hsp90 block	Cdc25B inh
COc1ccc(C(=O)Cn2c(=O)c(CCC(=O)O)nn3c4ccccc4nc23)cc1OC	12	15	0.55	-18	-2	3	-2	3	-2
COc1ccc2c(c1OC)C(=O)OC2CC(=O)c1ccc(N(C)C)cc1 (stereo not drawn)	9	18	-0.24	-11	1	-1	11	0	-11
Clc1ccc(-c2nn3c(C4COc5ccccc5O4)nnc3s2)cc1 (stereo not drawn)	-9	-2	0.38	19	1	15	6	-2	3
Cc1nnc(SCC(=O)Nc2ccc(Br)cn2)[nH]c1=O	-1	15	-0.93	-16	-6	-5	-9	3	11
c1ccc(N2CCN(Cc3nnnn3C3CCCCC3)CC2)cc1	9	nt	-0.12	2	nt	nt	nt	-2	-15
Cc1nc2nc(SCC(=O)C(C)(C)C)[nH]c2cc1Br	-7	-5	0.032	11	3	3	5	-3	2
COc1ccc(S(=O)(=O)Nc2cc(C(=O)NC3CCCCCC3)ccc2N2CCOCC2)cc1	39	-4	-0.97	-6	7	3	8	-1	-5
Cc1ccc(C)c(N2CCN(S(=O)(=O)c3ccc4c(c3)oc(=O)n4C)CC2)c1	0	3	nt	22	3	6	4	1	28
COc1ccc(S(=O)(=O)N2CCC(C(N)=O)CC2)cc1	-3	7	0.62	-13	3	2	1	-1	0
N#CCSc1nc2c(sc(=S)n2Cc2ccco2)c(=O)n1-c1ccc(F)cc1	3	12	3*	25	0	12	17	-12	-3
OC1(c2cn(Cc3ccccc3)nn2)CCCCC1	-26	-8	nt	-7	-1	-1	4	-1	-18
CCN1CCn2c1nc(N1CCCCC1)nc2=O	-4	1	0.042	-9	3	-2	5	-6	0
CCOC(=O)c1nnn(CC(=O)Nc2cccc(F)c2)c1C(=O)OCC	5	0	0.76	-1	4	2	5	-5	-1
CCOc1ccc(Br)cc1CC(=O)O	-23	3	nt	1	8	6	-2	-1	-18
CSc1ccccc1C(=O)Nc1cccc(N(C)S(C)(=O)=O)c1	3	15	-0.24	1	3	4	0	-4	-10
CCc1c(C)c(C#N)c2nc3ccccc3n2c1NCCN(C)C	11	nt	0.84	3	nt	nt	nt	-8	-3
COc1ccccc1CN1CCN(C(CC(C)C)c2nnnn2Cc2cccs2)CC1 (stereo not drawn)	-4	22	-1	-1	-3	-1	-2	0	-20
O=C(Nc1cnn(Cc2ccc(Cl)cc2Cl)c1)c1noc2c1CCCC2	-11	-1	0.017	71*	4	-6	9	2	-22
O=C(NCCCn1ccnc1)c1cccnc1	-23	nt	nt	-5	4	nt	nt	-1	-11
CCC(=O)N1c2ccccc2NC2=C(C(=O)CCC2)C1c1ccc(N(C)C)cc1 (stereo not drawn)	15	10	1.9	-6	-4	3	5	-4	3
COCCNC(=O)c1nn(-c2cc(OC)cc(OC)c2)c(=O)c2ccccc12	-5	10	-1.7	-2	3	3	-3	-4	-3
CCCCn1ccc(=O)c2c(C(F)(F)F)nccc21	14	8	0.018	-2	-4	-4	nt	nt	-10
COc1ccc(-c2cc(=O)[nH]c(NCc3ccccc3)n2)cc1	5	11	0.23	19	7	5	5	-4	3
Cc1cccc(Cn2c(SCCN3CCCCC3)nc3c2c(=O)[nH]c(=O)n3C)c1	-16	-16	-0.25	-6	0	4	-9	-1	-10
CCOCCOc1nc2c(c(=O)n(C)c(=O)n2C)n1CCc1ccccc1	0	nt	-0.0079	7	nt	nt	nt	0	-16

The list goes on; it opens with the five that closed the last part.
SMILES	MKP-1 inh	AP ELISA ortho	D1 mod	tolC growth inh	CatB inh	CatB mix inh	Ec RNAP inh	Hsp90 block	Cdc25B inh
COCCNC(=O)c1nn(-c2cc(OC)cc(OC)c2)c(=O)c2ccccc12	-5	10	-1.7	-2	3	3	-3	-4	-3
CCCCn1ccc(=O)c2c(C(F)(F)F)nccc21	14	8	0.018	-2	-4	-4	nt	nt	-10
COc1ccc(-c2cc(=O)[nH]c(NCc3ccccc3)n2)cc1	5	11	0.23	19	7	5	5	-4	3
Cc1cccc(Cn2c(SCCN3CCCCC3)nc3c2c(=O)[nH]c(=O)n3C)c1	-16	-16	-0.25	-6	0	4	-9	-1	-10
CCOCCOc1nc2c(c(=O)n(C)c(=O)n2C)n1CCc1ccccc1	0	nt	-0.0079	7	nt	nt	nt	0	-16
CCOc1ccc(Nc2cc(=O)n(C)c(=O)n2C)cc1	9	-6	-0.45	-9	7	0	4	1	-4
CCN1C(=O)C(C)S/C1=N\S(=O)(=O)c1ccc(Cl)s1 (stereo not drawn)	19	-6	-0.42	8	9	3	8	2	-10
Cn1c(=O)c2c(ncn2CCCNC2=CC(C)(C)CC(=O)C2)n(C)c1=O	0	6	0.096	-21	5	-5	3	-1	-12
Cc1cccc(NC(=O)CSc2nnc(-c3ccccc3C)o2)c1	-8	-6	0.95	-13	5	4	2	-1	-10
CCOc1cc(C2Nc3ccccc3C(=O)N2c2ccccc2OC)ccc1O (stereo not drawn)	-16	2	-0.051	7	2	0	-3	-3	-28
N#CC1(P(=O)(c2ccccc2)c2ccccc2)CC1	-13	nt	nt	4	6	nt	6	3	-24
CCOC(=O)C1CCCN(C2CC(=O)N(c3ccc(C)c(C)c3)C2=O)C1 (stereo not drawn)	16	6	1.2	-10	-4	1	1	-6	-3
Cc1ccnc(-n2sc3ccccc3c2=O)n1	9	5	-0.37	-8	1	2	5	-1	19
CCOC(=O)C1=C(C)NC(=O)NC1c1ccc(OC(C)C(=O)O)c(OC)c1 (stereo not drawn)	2	-6	0.41	-24	1	-2	4	3	-7
CCOC(=O)C1(Cc2ccc(O)cc2)NC(c2ccccc2F)C2C(=O)N(C)C(=O)C21 (stereo not drawn)	23	nt	-0.67	2	nt	nt	nt	-1	-1
Cc1ccc(NC(=O)CSc2nccc(=O)[nH]2)c(S(=O)(=O)N2CCOCC2)c1	5	10	-0.94	-8	4	8	-1	-2	-16
CS(=O)(=O)c1ncc(Cl)c(C(=O)Nc2ccc(N3CCOCC3)cc2)n1	1	20	-0.41	19	-2	4	0	17	-8
CC1=C(C(N)=O)C(c2ccc(Cl)cc2)NC(=O)N1 (stereo not drawn)	0	8	0.11	-4	-4	0	4	1	-20
O=C(Oc1ccc(-c2cn3c(n2)SCC3)cc1)c1ccccc1	1	-5	-0.17	2	3	-1	7	-1	-1
CN(C)CCNc1nc2c(c(=O)[nH]c(=O)n2C)n1CC(O)COc1ccc(Cl)cc1Cl (stereo not drawn)	5	29	-0.75	-12	-4	-4	-7	-5	2
COCCCNC(=O)c1ccc(Cn2c(=O)[nH]c3ccccc3c2=O)cc1	-3	-5	0.67	-6	4	3	4	1	-19
c1coc(CNc2nc(N3CCCCC3)nc3ccccc23)c1	-15	23	-3.7*	71*	2	2	1	0	-3
C=CCn1nnnc1SCC(=O)Nc1ccccc1C(=O)OC	-11	11	0.04	7	3	1	2	4	-1
O=C(NCc1cccs1)C1CCN(S(=O)(=O)c2ccc3c(c2)OCCO3)CC1	-2	-8	0.15	-14	0	2	8	2	4
COc1ccc(OC)c(C2C3=C(N=C4SCC(=O)N42)c2ccccc2CC3)c1 (stereo not drawn)	15	nt	2.4	27	nt	nt	nt	4	-3
O=C(O)C1C2C=CC(C2)C1C(=O)OCC1CCCO1 (stereo not drawn)	2	8	0.013	-4	7	5	6	-3	-5
CCOc1nc(NCCC2=CCCCC2)nc(N2CCOCC2)n1	-13	15	-0.1	-1	3	7	10	-1	0
COc1ccc(S(=O)(=O)Nc2nnc(C(C)(C)C)s2)cc1	5	-8	0.11	-12	-3	-4	5	-2	-8
CCc1ccc(-c2nc(CSCC(=O)NCCCN3CCCC3=O)c(C)o2)cc1	16	nt	0.33	5	nt	nt	nt	-1	-20
COc1ccc(N(CC(=O)NC2CCCC2)C(=O)c2ccc(N3CCCCC3)nc2)cc1	-7	8	-0.95	3	-3	0	3	-1	-5
The results go on.
SMILES	MKP-1 inh	AP ELISA ortho	D1 mod	tolC growth inh	CatB inh	CatB mix inh	Ec RNAP inh	Hsp90 block	Cdc25B inh
Cc1sc2ncnc(NCc3ccco3)c2c1C	5	-3	-0.53	11	-4	2	4	-10	-3
O=c1/c(=C\c2cccn2-c2ccccc2)sc2nc3ccccc3n12	-7	nt	nt	13	5	nt	4	-9	-22
CC1(C)CC(=O)C2=C(C1)NCN(Cc1ccc3c(c1)OCO3)C2	-7	-12	-0.1	-6	7	4	nt	-8	-9
CC(C)n1c(=NC(=O)c2ccco2)c(C#N)cc2c(=O)n3ccccc3cc21	-4	-13	1.8	17	-17	-16	-28	-12	1
CCCNC(=O)C1CN(S(=O)(=O)c2ccccc2)CCN1S(=O)(=O)c1ccccc1 (stereo not drawn)	2	4	-0.95	7	-1	-6	5	-3	2
C=CCn1c(SCC(=O)NC(=O)NCc2ccco2)nc2sc(CC)cc2c1=O	-8	10	2.6	-10	4	1	1	-2	0
O=C(O)c1cc2cc(Cl)ccc2oc1=O	4	7	-0.1	-9	2	3	2	nt	-12
O=C(C1CCCO1)N1CCN(S(=O)(=O)c2cccc3nsnc23)CC1 (stereo not drawn)	5	4	0.012	-9	-1	0	4	-2	-5
Cc1noc(C(=O)NCc2ccco2)c1Cl	-1	19	0.12	-13	4	2	3	-2	-6
Cc1ccc(S(=O)(=O)CCc2nnc(NC(=O)C3CCCO3)s2)cc1 (stereo not drawn)	-4	-2	nt	-25	-1	4	6	-3	1
COc1ccc(CNc2oc(COc3ccc(Cl)cc3)nc2C#N)cc1	10	nt	-1.1	19	-7	nt	7	1	11
COc1ccc(S(=O)(=O)N2CCCC(C(=O)NCc3ccco3)C2)cc1Cl (stereo not drawn)	-3	19	-0.0024	18	4	3	-2	-3	-14
COC(=O)[C@H](C)NC(=O)NCc1ccc(F)cc1	-1	13	-0.25	-24	0	4	8	2	2
COc1ccc(CC(=O)Nc2c3c(nn2-c2cccc(Cl)c2)CS(=O)(=O)C3)cc1	17	1	0.4	-5	0	-6	-3	4	-3
Cc1c(C(=O)NCc2ccccn2)sc2nc(-c3ccc(F)cc3)cn12	13	23	-1.7	-6	0	5	1	-1	-10
COCCn1c(NCc2ccc(C)cc2)nc2c1c(=O)[nH]c(=O)n2C	4	13	-3.3*	-22	1	-8	5	8	0
CC1(C)CN=C(N2CCN(C3=NCC(C)(C)S3)CC2)S1	3	-26	1.5	-7	2	3	-9	0	-14
CNc1oc(-c2ccc(OCc3ccccc3)cc2)nc1C#N	-11	4	-0.43	15	-4	3	5	2	-12
COC(=O)[C@@H](NC(=O)Nc1ccc(OC)cc1)C(C)C	-3	12	-0.019	3	5	0	-10	-2	8
COc1ccc(-n2nnnc2SC(C)C(N)=O)cc1 (stereo not drawn)	4	16	0.074	-9	-1	3	4	-4	-10
CC(Sc1nnc(-c2ccc(O)cc2)o1)C(=O)Nc1cccc2ccccc12 (stereo not drawn)	19	13	-0.0013	11	3	-6	2	2	-1
CC(C)CC(=O)CN1C(=O)C2(OCCO2)c2ccccc21	-6	11	-0.0025	-16	1	4	-1	1	4
COc1ccccc1NC(=O)N(CCN(C)C)Cc1cc2cc(C)ccc2[nH]c1=O	-4	-6	-0.88	-3	0	0	7	-5	-3
C/C(NC1CCCC1)=C(/C#N)C(N)=O	17	6	-1.4	-21	3	3	4	-7	6
CC1=C(n2nnc3ccccc32)C(c2ccccc2)C(C#N)=C(N)O1 (stereo not drawn)	0	-4	-0.034	13	10	-6	6	-4	-4
CCCCCCn1c(CN2CCN(Cc3ccccc3)CC2)nc2c1c(=O)n(C)c(=O)n2C	32	7	nt	nt	-11	45	3	-7	-24
CCOC(=O)N1CCN(C(c2ccc(F)cc2)c2sc3nc(C)nn3c2O)CC1 (stereo not drawn)	-7	13	-0.25	-4	5	1	0	-3	-6
